STK33 kinase inh – blocks human STK33 kinase activity. AID 2661. actives 0.073% (n = 320,000). purified STK33, MBP phosphorylation, ADP-Glo luminescence. Q9BYT3. inhibition, % at 10 µM;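 active means inhibition at or above 25%, using the most active replicate where run in duplicate; inactive means inhibition below 25%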
Target sequence (Q9BYT3 whole entry, looked up): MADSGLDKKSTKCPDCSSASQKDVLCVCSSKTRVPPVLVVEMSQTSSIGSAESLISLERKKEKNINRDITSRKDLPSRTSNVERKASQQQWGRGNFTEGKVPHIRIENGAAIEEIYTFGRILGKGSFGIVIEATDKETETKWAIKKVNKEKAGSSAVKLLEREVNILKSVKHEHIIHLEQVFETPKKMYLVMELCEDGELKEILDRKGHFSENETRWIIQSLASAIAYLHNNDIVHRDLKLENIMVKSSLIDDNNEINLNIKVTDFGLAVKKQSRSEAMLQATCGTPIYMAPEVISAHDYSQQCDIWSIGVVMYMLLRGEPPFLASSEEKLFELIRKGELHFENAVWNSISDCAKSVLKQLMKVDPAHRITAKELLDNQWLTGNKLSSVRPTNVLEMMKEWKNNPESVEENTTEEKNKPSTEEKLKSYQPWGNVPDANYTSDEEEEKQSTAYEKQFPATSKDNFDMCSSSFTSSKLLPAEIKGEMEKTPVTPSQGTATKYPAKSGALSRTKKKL
The depositor's hits bear a star. Not all compounds are listed (hit frequency here may not be typical).

mol | STK33 kinase inh
C=CC[C@@H](Cc1ccc(F)cc1)C(=O)OC[C@@H]1CCCN1C(=O)[C@H](CC=C)CC(=O)N[C@H](CO)Cc1ccccc1 | -1.8
CSCCC(NC(=O)c1ccccc1Cl)C(=O)N1CC(C)OC(C)C1 (stereo not drawn) | -1.7
O=C(c1ccc(F)cc1)N1CCC(C(=O)N2CCN(c3ncccn3)CC2)CC1 | -1.3
Cc1ccc(S(=O)(=O)N[C@H](C(=O)OCC(=O)NC(=O)NCc2ccco2)C(C)C)cc1 | 0.6
Cc1cccc(N2CCN(C(=O)c3ccccc3SCC(=O)N3CCCC3)CC2)c1C | -0.6
Nc1cc(=O)[nH]c(SCC(=O)Nc2ccc(N3CCCCC3)cc2)n1 | -1.3
COc1cc(C[C@@H]2C(=O)OC[C@H]2Cc2ccc(OC)c(OC)c2)ccc1O | -0.6
COc1ccc(OC)c(NC(=O)CN2C(=O)NC(C)(c3ccc4c(c3)OCCO4)C2=O)c1 (stereo not drawn) | -0.4
O=C(C[C@H]1C/C=C\C[C@H](NC(=O)OCC2c3ccccc3-c3ccccc32)C(=O)OC[C@H]2CCCN2C1=O)NCCO | -0.8
CCN(CC)c1ccc(NC(=O)COC(=O)CCC(=O)c2cccs2)cc1 | -1.2
C[C@H](CO)N1C[C@H](C)[C@@H](CN(C)C(=O)Nc2ccc3c(c2)OCO3)Oc2c(NS(=O)(=O)c3ccc(F)cc3)cccc2C1=O | 0.6
Cn1cc(S(=O)(=O)N2CCOCC2)cc1C(=O)O | -2.2
COCCN(C(=O)c1ccc(C)o1)c1c(N)n(CC(C)C)c(=O)[nH]c1=O | -0.4
CC(Sc1nnc(-c2cccs2)n1C1CC1)C(=O)NCC1CCCO1 (stereo not drawn) | -0.6
CC1CCN(c2ccc3c(c2)S(=O)(=O)c2cccc(C(=O)NCc4cccc(F)c4)c2C3=O)CC1 | 0.5
CCn1c(SC(C)C(=O)Nc2ccc(N3CCOCC3)cc2)nnc1C1CC1 (stereo not drawn) | 9.4
COc1cccc(NC(=O)c2cc(-c3ccccn3)nc3ccccc23)c1 | -1.5
CN(CC(=O)Nc1ccc(F)c(F)c1F)C(=O)c1nn(Cc2ccccc2)c(=O)c2ccccc12 | 0.0
O=S(=O)(Nc1cc(Cl)ccc1-n1cncn1)c1ccc(F)cc1 | -0.6
Cc1ccc(OCC(=O)N2CCC(C)CC2)c([N+](=O)[O-])n1 | -1.0

Brought forward from above: seven compounds, followed by the next part.
mol | STK33 kinase inh
CC(Sc1nnc(-c2cccs2)n1C1CC1)C(=O)NCC1CCCO1 (stereo not drawn) | -0.6
CC1CCN(c2ccc3c(c2)S(=O)(=O)c2cccc(C(=O)NCc4cccc(F)c4)c2C3=O)CC1 | 0.5
CCn1c(SC(C)C(=O)Nc2ccc(N3CCOCC3)cc2)nnc1C1CC1 (stereo not drawn) | 9.4
COc1cccc(NC(=O)c2cc(-c3ccccn3)nc3ccccc23)c1 | -1.5
CN(CC(=O)Nc1ccc(F)c(F)c1F)C(=O)c1nn(Cc2ccccc2)c(=O)c2ccccc12 | 0.0
O=S(=O)(Nc1cc(Cl)ccc1-n1cncn1)c1ccc(F)cc1 | -0.6
Cc1ccc(OCC(=O)N2CCC(C)CC2)c([N+](=O)[O-])n1 | -1.0
Cc1cccc(NC(=O)c2nc[nH]c2C(=O)N[C@H](C)c2ccccc2)c1 | -1.1
CC1Cc2ccccc2N1CC(=O)N(C)c1c(N)n(Cc2ccccc2)c(=O)[nH]c1=O (stereo not drawn) | -1.3
CC(=NNS(=O)(=O)c1cccc([N+](=O)[O-])c1)c1ccc(-n2ccnc2)cc1 | -0.4
CCc1ccc(CN(C)CC(=O)Nc2ccc(S(=O)(=O)N3CCOCC3)cc2)cc1 | -0.2
CCN(Cc1ccncc1)C(=O)c1ccc(C)c(S(=O)(=O)N2CCCCC2)c1 | 0.8
O=c1c2cc(F)ccc2sn1-c1ccccc1 | -1.5
CCOC(=O)C1CCN(C(=O)COC(=O)/C=C/c2cccc(OC)c2OC)CC1 | 0.9
O=C(NCc1ccccc1CN1CCCC1)c1cccc(N2CCCC2=O)c1 | -1.5
CC(=O)OC[C@]12CC[C@H]3[C@@](C)(CC[C@H]4C(C)(C)CCC[C@]34C)[C@@H]1C[C@H](C1=CC(=O)O[C@@H]1OC(C)=O)O2 | 1.3
Cc1nn(-c2ccccc2)c(C)c1C(=O)N1CCN(S(=O)(=O)c2ccccc2)CC1 | -1.1
NS(=O)(=O)c1cccc(C(=O)OCC(=O)NC2CCCc3ccccc32)c1 (stereo not drawn) | -0.8
Cn1nc(C(=O)Nc2cc(Cl)ccc2N2CCCC2)c2ccccc2c1=O | 0.6
COc1cc(C#Cc2c(-c3cncn3C)n(C)c3ccc(-c4cnc(N5CCOCC5)nc4)cc23)cc(OC)c1 | 1.6
O=C(Nc1cccc(/C=C/c2ccccn2)c1)c1ccc(-n2cncn2)cc1 | -0.7
O=C(COC(=O)/C=C/c1ccc(OC(F)F)cc1)NC1CCCCCC1 | 1.3
CCOC(=O)c1ccc(S(=O)(=O)NCCNCc2ccccc2)cc1 | 1.3
O=C(O)c1cccc(S(=O)(=O)Nc2ccc(N3CCCCC3)cc2)c1 | -2.1
O=C1C=C(c2ccc3ncccc3c2)C[C@@H](c2ccc3c(c2)OCO3)C1 | -1.1
COc1ccc(Cl)cc1C(=O)OCC(=O)N1CCCC(C)C1 (stereo not drawn) | -0.7
CCN(C(=O)COC(=O)CN1C(=O)c2ccccc2C1=O)c1ccccc1 | -1.1
O=C(COC(=O)CNC(=O)c1ccccc1Cl)NC1CCCC1 | -1.0
CC(=O)c1ccc(S(=O)(=O)Nc2ccc(-n3cnnn3)cc2)cc1 | 0.7
CCOC(=O)c1ccc(-n2cccc2/C=C2\NC(=O)NC2=O)cc1 | -2.1
CC(C)NC(=O)N(C)C[C@H]1Oc2c(NC(=O)C3CCCCC3)cccc2C(=O)N([C@H](C)CO)C[C@@H]1C | 0.9
NC(=O)c1ccc(-c2nnn(CC(=O)N(C3CCCC3)C3CCS(=O)(=O)C3)n2)cc1 (stereo not drawn) | -0.6
O=C(COC(=O)c1ccco1)Nc1cc(S(=O)(=O)N2CCCCC2)ccc1Cl | -0.9
O=C(NCc1ccccn1)c1ccc(Cl)c(S(=O)(=O)NCc2ccccc2)c1 | -1.5
Cc1noc(C)c1C(=O)NCC1COc2ccccc2O1 (stereo not drawn) | -1.5
CCOc1ccc(NS(=O)(=O)c2cccc(C(=O)N(C)Cc3ccco3)c2)cc1 | -1.5
COc1cccc(NC(=O)CN(C)C(=O)CSc2nc(C)cc(C)n2)c1 | 0.6
CC(OC(=O)CN1C(=O)c2ccccc2C1=O)C(=O)NC1(C#N)CCCCC1 (stereo not drawn) | -0.4
O=C(NCCc1ccc(Cl)cc1Cl)C1=CC=CN2CCS(=O)(=O)N=C12 | -1.3
CCOC(=O)c1c(NC(=O)COC(=O)c2cccnc2OCC)sc(C(=O)N(CC)CC)c1C | -0.3
CN(C(=O)COC(=O)C1=COCCO1)C1(C#N)CCCCC1 | 0.1
Cc1ccc(-n2nnnc2SCC(=O)N2CCNC2=O)cc1C | 0.0
CCCC(=O)Nc1ccc(C(=O)COC(=O)c2cc(C)oc2C)cc1 | 1.3
CC(C)(C)CC(=O)Nc1ccc(S(=O)(=O)NC2=NCCCCC2)cc1 | -0.6
CN(C)S(=O)(=O)c1cccc(C(=O)Nc2ccc(C(=O)Nc3cccc(S(N)(=O)=O)c3)cc2)c1 | 3.3
CCCCCCc1cc2cc(/C(N)=N/NC(=O)c3ccncc3)c(=O)oc2cc1O | 0.1
COc1ccc([C@H]2CC(=O)C=C(c3ccc(NC(C)=O)cc3)C2)cc1OC | -1.5

Quoted at random: 3 entries already listed, in no set order.
mol | STK33 kinase inh
CC(C)NC(=O)N(C)C[C@H]1Oc2c(NC(=O)C3CCCCC3)cccc2C(=O)N([C@H](C)CO)C[C@@H]1C | 0.9
CCOc1ccc(NS(=O)(=O)c2cccc(C(=O)N(C)Cc3ccco3)c2)cc1 | -1.5
O=C(NCCc1ccc(Cl)cc1Cl)C1=CC=CN2CCS(=O)(=O)N=C12 | -1.3

Carrying on:
mol | STK33 kinase inh
C[C@]12c3[nH]c4ccccc4c3CCN1C(=O)C(CC(=O)NCc1cccc(C(F)(F)F)c1)C[C@@H]2C(=O)N1CCCCC1 (stereo partly drawn) | -0.9
COc1cc(NC(=O)CN2C(=O)c3ccccc3S2(=O)=O)cc(OC)c1 | -0.3
CC(C)(C)N(Cc1ccccc1)C(=O)COC(=O)C1CC1 | -3.5
O=C(CNC(=O)c1ccc(OC(F)F)cc1)NCC1(N2CCOCC2)CCCCC1 | -0.1
CCCN(CC(=O)Nc1ccccc1OC)C(=O)c1cc(-c2ccccc2)nn1-c1ccccc1 | -0.2
C[C@]12CC[C@H](O)CC1=CCC1C2CC[C@@]2(C)C1CCC21OCCO1 (stereo partly drawn) | 0.4
Cc1ncc[nH]1 | -1.6
COc1ccc(NS(=O)(=O)c2cc(N)ccc2N2CCCCC2)cc1 | 1.4
COc1ccc(NC(=O)CN(C)CC(=O)N(CC(C)C)c2c(N)n(CC(C)C)c(=O)[nH]c2=O)cc1 | 0.1
Cc1cccc(NC(=O)COC(=O)[C@@H]2CCCN2C(=O)c2cccs2)c1 | 1.6
Cc1nn(C2CCS(=O)(=O)C2)c(C)c1CN(C)C(=O)c1ccc(S(=O)(=O)N(C)C)cc1 (stereo not drawn) | 0.4
O=C(NC1CCCCCC1)C1CCN(C(=O)c2ccc(Cl)cc2)CC1 | 0.1
CC(C)[C@H](NC(=O)c1ccccc1)C(=O)OCC(=O)NCC1CCCO1 (stereo partly drawn) | -1.9
CC(C)N(Cc1ccccc1)C(=O)COC(=O)c1cnc(Cl)c(Cl)c1 | 1.1
Cc1ccc(S(=O)(=O)CCC(=O)Nc2sccc2C(N)=O)cc1 | 2.3
COC(=O)c1cc(C)nc2c1c(C)nn2-c1ccccc1 | 0.4
COc1ccccc1/C=C/C(=O)OCC(=O)Nc1c(C)nn(-c2ccccc2)c1C | -1.5
O=S(=O)(c1c(F)cccc1F)N1CCN(Cc2c(O)ccc3ccccc23)CC1 | -0.2
COc1ccc(-c2sc3ccc(OC)cc3c2C#Cc2cncn2C)cc1 | -1.2
C[C@H](CO)N1C[C@H](C)[C@@H](CN(C)Cc2ccc(C(=O)O)cc2)Oc2c(NC(=O)C3CC3)cccc2C1=O | 0.9
COCCCN1C(=O)c2ccc(C(=O)OCC(=O)NCc3cccc(OC)c3)cc2C1=O | -0.2
Cc1ccc2c(=O)n3c(nc2c1)C(Cc1ccccc1)NC(=O)c1ccc(Cl)cc1-3 (stereo not drawn) | -1.8
O=C(NNC(=O)c1cccc(C(F)(F)F)c1)c1ccc(-n2cnnn2)cc1 | -1.5
O=C(CC1CCCC1)Nc1cc(C(F)(F)F)ccc1-n1cncn1 | -1.8
COc1cc(NC(=O)CCCN2C(=O)NC(C)(C)C2=O)cc(OC)c1 | 1.2
COc1ccc(NC(=O)CSCC(=O)N(C)Cc2ccc3c(c2)OCCO3)cc1 | -0.7
Cc1cccc(C(=O)OCC(=O)N2CC(=O)Nc3ccccc32)c1C | -0.3
O=C(C[C@H]1C/C=C\CC[C@H](Cc2ccc(F)cc2)C(=O)OC[C@@H](Cc2c[nH]c3ccccc23)NC1=O)NCCO | -1.1
CCCCN(C(=O)CSc1nnnn1C)C1CCS(=O)(=O)C1 (stereo not drawn) | -0.5
COCc1ccc(-c2c(-c3cccc(OC)c3)sc3ccc(OC)cc23)cc1 | -1.1
O=C(CN1C(=O)C2CCCCC2C1=O)OCC(=O)c1ccc(F)cc1 (stereo not drawn) | 1.1
CC1CCCCN1C(=O)CN1CCN(S(=O)(=O)c2ccc(Br)cc2Cl)CC1 (stereo not drawn) | 1.0
COc1ccc(Cl)cc1NC(=O)CN(C)C(=O)c1cccc(S(=O)(=O)N2CCN(C)CC2)c1 | 0.4
COc1ccc(CC(=O)N2CCN(S(=O)(=O)c3cc(Cl)ccc3Cl)CC2)cc1 | 0.9
Cc1cc(C(=O)Cn2cc(C(F)(F)F)ccc2=O)c(C)n1CC1CCCO1 (stereo not drawn) | -0.7
O=C(CSc1nnc(Nc2ccccc2F)s1)NC1CCCC1 | 0.4
CC(=O)N/C(=C/C(C)C)c1ccccc1 | -1.7
Cc1onc(-c2ccccc2)c1C(=O)OCC(=O)NC(C)c1ccc(Cl)cc1 (stereo not drawn) | -1.2
CCS(=O)c1ccccc1C(=O)OCC(=O)Nc1ccc2ccccc2c1 (stereo not drawn) | -0.7
Cc1ccc(NC(=O)CN(C)C(=O)CSc2ccccc2F)cc1 | -2.3
CCOc1ccc(C(=O)CC(C(=O)O)N2CCN(Cc3ccccc3)CC2)cc1 (stereo not drawn) | -0.4
Cc1cc(C(=O)OCC(=O)N(C)c2ccccc2)c2ccccc2n1 | -0.4
CC1CCCC(NC(=O)COC(=O)c2ccc(Br)o2)C1C (stereo not drawn) | -0.2
C=CCNC(=O)c1cccc2c1C(=O)c1ccc(N3CCOCC3)cc1S2(=O)=O | 0.7
COc1cc2c(-c3ccc4cc[nH]c4c3)c(-c3ccc(C#N)cc3)oc(=O)c2cc1OC | -0.5
CC1CC(C)CN(C(=O)COC(=O)COc2ccccc2C#N)C1 (stereo not drawn) | -0.2
COc1ccc2nc(SCC(=O)NC(C)c3ccccc3)[nH]c2c1 (stereo not drawn) | 6.4
COc1cc(/C=C/C(=O)c2ccc3c(c2)OCO3)cc(OC)c1OC | 2.0
COc1ccccc1C(=O)CN1C(=O)NC2(CCCc3ccccc32)C1=O (stereo not drawn) | -0.2
COc1ccc(C(=O)NNC(=O)C(NC(=O)c2cc(OC)cc(OC)c2)C(C)C)cc1 (stereo not drawn) | -0.7
Cc1ccc(S(=O)(=O)NCCC(=O)NCC(c2ccc(F)cc2)N2CCOCC2)cc1 (stereo not drawn) | 3.4
O=C(Cn1nnc(-c2ccc(Cl)cc2)n1)N1CCN(C(=O)c2ccco2)CC1 | 0.0
Cc1cccc(-n2c(SCC(=O)c3c(N)n(C4CC4)c(=O)[nH]c3=O)nnc2N2CCOCC2)c1 | -1.1

Compound activity as filed in PubChem.
